CHRM4 PAM: human M4 muscarinic receptor positive allosteric modulators, primary screen, CHO-K1 cells, Fluo-8 calcium fluorescence. Muscarinic acetylcholine receptor M4 (Homo sapiens), P08173. CHO-K1 hM4/Gqi5, ACh EC20; 0% = ACh EC20, 100% = maximal ACh. activation, % at 3 µM. 360,000 compounds, 0.4% hits. AID 624126, 2012;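 active = activation above its plate's cutoff, the mean activation of sample wells plus 3 SD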; note: some results filed as inactive read as strong as hits
CHRM5 PAM: human M5 muscarinic receptor positive allosteric modulators, primary screen, CHO-K1 cells, Fluo-8 calcium fluorescence. AID 624038, 2012. CHO-K1 hM5, ACh EC20 PAM; 0% = ACh EC20, 100% = ACh EC100. 360,000 compounds, 0.3% hits. activation, % at 3 µM. Muscarinic acetylcholine receptor M5 (Homo sapiens), P08912;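 active = activation above the run cutoff, the mean activation of all test compounds plus 3 SD, cut at about 18% in these data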
Target sequence (P08912 whole entry, looked up): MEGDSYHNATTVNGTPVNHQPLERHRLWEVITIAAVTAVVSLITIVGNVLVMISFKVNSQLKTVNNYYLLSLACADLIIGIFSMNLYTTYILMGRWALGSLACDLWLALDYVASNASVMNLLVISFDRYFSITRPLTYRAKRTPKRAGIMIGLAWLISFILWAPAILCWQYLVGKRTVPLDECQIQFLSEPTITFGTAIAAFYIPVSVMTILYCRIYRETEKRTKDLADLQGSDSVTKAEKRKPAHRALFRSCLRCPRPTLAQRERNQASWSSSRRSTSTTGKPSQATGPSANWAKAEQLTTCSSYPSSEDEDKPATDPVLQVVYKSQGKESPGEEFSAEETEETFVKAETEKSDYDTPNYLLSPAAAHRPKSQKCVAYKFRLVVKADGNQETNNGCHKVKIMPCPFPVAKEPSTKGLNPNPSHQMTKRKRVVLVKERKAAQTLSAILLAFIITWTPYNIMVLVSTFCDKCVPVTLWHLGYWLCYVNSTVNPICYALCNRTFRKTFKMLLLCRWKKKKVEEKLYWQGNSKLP
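Assay system: CHO-K1 hM5 cells / Incubation: Fluo-8 loading 80 min at 37 °C plus 30 min room temperature / Technique: Fluo-8 calcium dye fluorescence, kinetic read / Repeats: single replicate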
M5 antag: human M5 muscarinic receptor antagonists, primary screen, CHO cells, Fluo-8 calcium fluorescence; Muscarinic acetylcholine receptor M5 (Homo sapiens), P08912; inhibition, % at 3 µM; 360,000 compounds, 0.59% hits; CHO-hM5 cells, ACh EC80;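 active = inhibition above a per-plate cutoff, the mean of that plate's test compounds plus 3 SD, cut at about 27% in these data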;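 note: 0% = acetylcholine EC80 with DMSO and 100% = DMSO without agonist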
TAAR1 antagonist: human TAAR1 antagonists, primary screen, Fluo-8 calcium fluorescence, CHO RD-HGA16 cells; Trace amine-associated receptor 1 (Homo sapiens), Q96RJ0; antagonist; inhibition, % at 3 µM; 360,000 compounds, 1.5% hits; AID 624466, 2012;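 active = inhibition above a per-plate cutoff, the mean inhibition of test compounds on that plate plus 3 SD, cut at about 49% in these data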;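 note: 0% = DMSO plus EC80 beta-PEA response and 100% = DMSO alone without agonist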
Target sequence (Q96RJ0 whole entry, looked up): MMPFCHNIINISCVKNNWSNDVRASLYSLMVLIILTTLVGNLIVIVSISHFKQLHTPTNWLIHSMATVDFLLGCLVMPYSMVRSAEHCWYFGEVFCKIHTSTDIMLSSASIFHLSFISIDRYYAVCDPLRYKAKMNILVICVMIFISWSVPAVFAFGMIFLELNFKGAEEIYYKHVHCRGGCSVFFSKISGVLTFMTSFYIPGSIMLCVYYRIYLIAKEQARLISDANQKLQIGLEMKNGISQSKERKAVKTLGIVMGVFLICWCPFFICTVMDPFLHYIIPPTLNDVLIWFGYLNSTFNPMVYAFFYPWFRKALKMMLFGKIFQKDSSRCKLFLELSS
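Test system – hTAAR1-expressing CHO RD-HGA16 cells, Gα16-coupled · Also added – β-PEA at EC80 concentration, post-compound challenge · Compound – 3 µM, single point · Incubation – dye loading 75 min at 37 °C, then 30 min room temperature · Measured by – Fluo-8 intracellular calcium dye fluorescence, real-time kinetic reads · Benchmarks – vehicle and agonist controls · Replicates – singlicate, one well per test compound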
CRFR2-BP ag: agonists of CRF-BP/CRF-R2 complex, primary screen, cell-based, HEK293, calcium dye fluorescence, uHTS; CRF-binding protein / CRF receptor 2 complex (human); calcium dye fluorescence (FLIPR); percent of saturating CRF peptide response; activation, % at 13.2 µM; 350,000 compounds, 0.46% hits; AID 588473, 2011;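 active = activation of at least 50%, plus an integration ratio under a set limit after plate pattern correction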;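 note: plate controls were neutral control wells without compound for no effect and CRF at EC100 for full effect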
CRFBP-R2 block: antagonists of CRF-BP/CRF-R2 complex, primary screen, cell-based, HEK293, calcium dye fluorescence, uHTS. CRF-induced calcium fluorescence. inhibition, % at 11.8 µM. 350,000 compounds, 0.59% hits;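 active = inhibition of the ligand-induced calcium signal above about 50% at the single tested concentration, limit read from the data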
CHRM5 agonist: human M5 muscarinic receptor agonists, primary screen, CHO-K1 cells, Fluo-8 calcium fluorescence | Muscarinic acetylcholine receptor M5 (Homo sapiens), P08912 | CHO-K1 hM5 cells; 0% DMSO wells, 100% maximal acetylcholine response | activation, % at 3 µM | 360,000 compounds, 0.19% hits;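 active = activation above the run's mean over test compounds plus 3 SD, cut at about 23% in these data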;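 note: signal is peak over basal fluorescence ratio across the kinetic read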
CHO-K1 Ca PAM: nonselective calcium activators in parental CHO-K1 cells, primary screen, counter-screen for M1 PAM project, cell-based, Fluo-8 calcium fluorescence, full deck, 1536-well; ATP EC20; 0% at ATP EC20, 100% at ATP max; activation, % at 3 µM; 360,000 compounds, 0.02% hits;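 active = activation above the run cutoff, the mean activation of all test compounds plus 3 SD, cut at about 40% in these data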;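 note: peak over basal fluorescence ratio in a 140 s read after ATP addition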
TAAR1 ag: human TAAR1 agonists, primary screen, Fluo-8 calcium fluorescence, CHO RD-HGA16 cells | 360,000 compounds, 0.99% hits | vehicle wells 0%, saturating PEA agonist 100% | activation, % at 3 µM;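 active = activation above the mean activation of all test compounds in the run plus 3 SD, cut at about 38% in these data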
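System: CHO RD-HGA16 cells carrying human TAAR1 plus Gα16; Incubation: 17-24 h seeding, 75 min 37 °C dye, 30 min RT; Measured by: Fluo-8 fluorescence, 5 s baseline then 140 s kinetic read; Control set: DMSO and PEA EC100; Replication: single well for each compound.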
* marks the source's active call; other numbers are inactive results; · = no result given.

SMILES	CHRM4 PAM	CHRM5 PAM	M5 antag	TAAR1 antagonist	CRFR2-BP ag	CRFBP-R2 block	CHRM5 agonist	CHO-K1 Ca PAM	TAAR1 ag
Cn1c(-c2sccc2OCc2ccc(Cl)cc2Cl)n[nH]c1=S	-3	2	-3	5	1.9	-8	-3	21	12
Cc1cc2ncn(C3CC(=O)N(Cc4ccc(N5CCCC5=O)cc4)C3=O)c2cc1C (centres undefined)	-5	-13	5	45	-2.4	23	5	12	9
Cc1nn(Cc2ccccc2Cl)c(C)c1NC(=O)NC12CC3CC(CC(C3)C1)C2	-4	-16	8	9	2.6	-28	-7	16	18
CCCCn1nnnc1C(c1ccccc1)N1CCN(c2ncccn2)CC1 (centres undefined)	0	-11	5	-29	·	·	-2	9	3
CCn1cc(C(=O)OC)c(=O)c2cc(S(=O)(=O)N(C)C3CCCCC3)ccc21	-4	1	-1	6	3.3	-18	-9	21	4
Cc1cc([N+](=O)[O-])cc2c1NC(=O)C2(O)N1CCCCCC1 (centres undefined)	-1	3	-7	-5	-0.3	3	1	25	8
CN(C)Cc1ccccc1C(O)(c1ccccc1)c1ccccc1	-9	-33	23	26	0.3	-4	-22	3	15
CC1CN(S(=O)(=O)c2ccc(C(=O)N(CCCN(C)C)c3nc4cc5c(cc4s3)OCCO5)cc2)CC(C)O1 (centres undefined)	3	-2	-1	-17	-0.5	3	-4	14	6
Cc1ccc(N(CC(=O)NC2CCCC2)C(=O)c2c(C)noc2C)cc1C	5	0	5	-1	-0.2	9	0	12	-1
CCOC(=O)c1sc2cccc(Cl)c2c1N	5	-1	-3	1	-0.8	3	-9	15	8
COc1ccccc1N(CC(=O)N1CCCCCC1)S(C)(=O)=O	6	3	-1	1	0.2	17	-3	25	0
Cc1ccc(C(=O)N[C@H](C(=O)N2CCN(c3ncccn3)CC2)C(C)C)cc1	1	4	0	-2	-1.2	17	-1	21	-1
Cc1ccc(-c2ccc(C(=O)NCCCNC(=O)c3cnccn3)o2)cc1Cl	-7	-2	0	7	-0.3	-10	-2	-5	9
C=CCOc1ccc(/C=N/NC(=O)CN2CCOCC2)cc1OCC	10	3	-3	4	-1.6	3	1	19	0
COc1cccc(N2CCN(C(=O)CN(c3cc(C)cc(C)c3)S(=O)(=O)c3c(C)noc3C)CC2)c1	-1	-2	-1	-22	-0.7	-11	-3	12	0
CCCCOc1ccc(-c2nc(-c3cccnc3)no2)cc1	1	-4	-6	12	1.1	4	3	16	1
CCc1ccc(C(=O)COC(=O)c2n[nH]c3ccccc23)cc1	2	0	-5	-5	-0.2	-11	-3	4	-2
COc1ccc(CCNc2nc(C)nc3c2oc2ccccc23)cc1OC	-17	-21	33*	49*	-0.6	4	7	-1	13
CCOc1ccc(-c2noc(CCC(=O)O)n2)cc1	4	-1	-1	2	-1.7	11	3	0	0
COC(=O)Nc1nnc(-c2ccc(OC)cc2)s1	-10	0	2	-15	7.5	-11	4	18	6
Cc1ccc(N2CC(C(=O)Nc3cccc(C(=O)NC4CC4)c3)CC2=O)cc1 (centres undefined)	6	-2	3	-5	-0.2	-1	4	1	12
CCC(=O)N(C)CCc1cc2c(c(OC)c1/C=N/NC(=O)c1ccncc1)OCO2	3	-3	8	-6	2.2	-14	0	5	0
Cc1ccc(-c2nn(-c3ccccn3)c(=O)c3ccccc23)cc1	-3	-1	6	-4	-2.2	-26	-1	16	0
CC(=O)Nc1ccc(NC(=O)CCNS(=O)(=O)c2cccc3nsnc23)cc1	3	4	2	·	1.1	-13	-1	21	·
CC(=O)Nc1nc(-c2ccc3c(c2)CC(C)N3C(=O)C2CC2)c(C)s1 (centres undefined)	-8	-3	3	21	0.9	6	-3	-3	3
CC(/C=C/c1ccc(N(C)C)cc1)=N\N=C(/N)SC1CC(=O)N(c2ccc(C(=O)O)cc2)C1=O (centres undefined)	4	2	-2	-6	4.4	-4	2	-3	2
COc1cccc(OCC(O)CN2CCN(C)CC2)c1 (centres undefined)	-4	-3	10	12	2.4	-13	-1	-7	-1
O=C(c1ccc(N2CCCC2=O)cc1)N1CCCCCC1	6	-1	3	8	-1.6	1	-1	20	8
COc1ccc(C(CNC(=O)C(=O)Nc2ccc3c(c2)OCO3)N2CCN(C)CC2)cc1 (centres undefined)	1	-5	4	-19	1.3	-20	-10	3	0
COc1cccc(N2CCN(C(=O)c3cc4ccc(OC)cc4[nH]3)CC2)c1	8	-4	1	-27	0.0	-2	-3	-2	2
CCOC(=O)N1CCN(C(=O)CNC(=O)c2nn(-c3ccc(OC)c(Cl)c3)c(=O)c3ccccc23)CC1	-13	-3	-1	62*	-0.2	0	5	5	16
CC(NCc1ccc2c(c1)OCO2)c1ccccc1 (centres undefined)	-2	1	8	-12	0.8	-9	-7	11	4
CC(C)C[C@H]1CNC(=S)N1C[C@H]1CCCN1C[C@H](Cc1ccc(O)cc1)N1C[C@H](Cc2ccc(O)cc2)N(CC2CCCCCC2)C1=S	14	-2	7	2	·	·	-4	16	2
COc1ccc(-c2c(C(C)=O)c(C)nc3sc4c(=N)n(N)cnc4c23)cc1	9	-6	6	-1	0.6	2	-1	-1	5
O=C(NC(=S)Nc1ccc(S(=O)(=O)Nc2nccs2)cc1)c1ccc(F)c(F)c1	3	-8	11	5	0.3	-30	-3	13	34
Cc1c(C)c2ccc(OCC(=O)NC(Cc3ccc(Cl)cc3)C(=O)O)cc2oc1=O (centres undefined)	-5	1	5	-6	0.0	-3	3	4	-1
CN(C)c1ccc(C=C(C#N)C(=O)c2ccccc2)cc1Br	12	-1	4	-18	·	·	3	5	1
COc1ccc(OCCCC(=O)NCCc2nc3ccccc3[nH]2)cc1	11	-5	3	-10	-2.2	-15	-3	1	0
COc1ccc(S(=O)(=O)Nc2ccc3c(c2)C(=O)N([C@H](C)CO)C[C@H](C)[C@@H](CN(C)C(=O)NC(C)C)O3)cc1	10	15	-8	3	-1.9	2	3	18	3
CC1(C)NC(=O)N(CCOCCSc2ccccc2)C1=O	12	-3	2	-6	2.4	-4	-2	22	9
COc1ccc(C(CNC(=O)c2cccc(S(=O)(=O)Nc3ccc(C)cc3)c2)N2CCCCC2)cc1 (centres undefined)	3	0	-2	-14	-0.4	-6	-4	6	33
NS(=O)(=O)c1ccc(NC(=O)C2Cc3ccccc3CN2C(=O)c2ccco2)cc1 (centres undefined)	-4	-2	13	-4	0.2	-3	-1	-26	0
C=CCN1N=C(/C=C/c2ccc(OC)cc2)CCC1=O	-3	-4	6	-23	0.7	6	-4	22	5
CC(=O)c1ccc(NC(=O)COC(=O)c2ccc(F)cc2F)cc1	-6	-4	12	-3	1.1	4	-3	7	5
C=C(C)CN(CC)C(=O)CC1C(=O)NCCN1Cc1c(F)cccc1Cl (centres undefined)	3	2	-5	4	-2.7	-5	-1	-12	1
O=C(CSc1nnc(-c2cccnc2)n1Cc1ccco1)c1ccc2ccccc2c1	18	3	-2	21	-2.4	-6	1	-4	7
NNc1nnc2c3cc(F)ccc3n(CCc3ccccc3)c2n1	-2	5	6	-23	0.1	-3	-2	17	-2
COCCNC(=O)CN(Cc1ccco1)C(=O)CCC(=O)Nc1nccs1	7	-3	7	-2	1.3	9	-2	0	1
CCOC(=O)N1CCC(N2C(=O)c3ccc(C(=O)NCCOC)cc3C2=O)CC1	4	2	-5	2	-1.9	4	-3	-5	3

An unsorted share of the library. Share with any hit: about 4.2%.
